High-throughput results deposited in PubChem by NCI.
NCI-60 one-dose screen, 48 h, at 10 µM unless noted. Numbers give growth in % (100 = growth as untreated, 0 = no growth, -100 = all killed).
HL-60(TB): HL-60(TB) leukemia cells. AID 1794776. 78,000 tested, 9% active; active = growth percent below 10
Numbers without * were called inactive; & = joins results of further samples; ! = a repeat was not active.

mol,HL-60(TB)
COc1ccc2c(c1)c(-c1noc(C(=O)c3cn(C)c4ccccc34)n1)cn2C,95
COc1cc2nccc(Oc3ccc(NC(=O)C4(C(=O)Nc5ccc(F)cc5)CC4)cc3)c2cc1OC,8.8*
CCN(CCCCOC(=O)c1ccc(OC)c(OC)c1)C(C)Cc1ccc(OC)cc1 (stereo not drawn),94&96
CCCCCCCCCCCC[N+](C)(C)Cc1ccccc1,-53*
CN(C)c1ccc2nc3ccc(=[N+](C)C)cc-3sc2c1,-39*!
CC1(C)[C@@H]2CC[C@@]1(CS(=O)(=O)O)C(=O)C2,108
COc1ccc2c(c1)c(C(=O)c1nc(-c3cn(C)c4ccc(Br)cc34)no1)cn2C,87
COc1cc2nccc(Oc3ccc(NC(=O)NC4CC4)c(Cl)c3)c2cc1C(N)=O,105
Cc1cc(C(=O)Nc2cc(Oc3ccc4nc(NC(=O)C5CC5)cn4n3)ccc2C)n(C)n1,7.2*
Nc1c2ccccc2nc2ccccc12,10.0*!
Cc1ccccc1OCC(O)CO (stereo not drawn),107&135
COc1ccc(C(=O)c2ccccc2)c(O)c1,75&104
CCCOc1ccc2nc(NC(=O)OC)[nH]c2c1,3.1*
CN(C)c1ccc(C2=NN(c3ccc(S(=O)(=O)NC(=O)NCc4ccccc4)cc3)C(c3ccc(Cl)cc3)C2)cc1 (stereo not drawn),103
Nc1ncnc2c1c(-c1cccc(OCc3ccccc3)c1)cn2C1CC(CN2CCC2)C1 (stereo not drawn),-52*
Cc1scc2c1N(C(=O)CN1CCN(C)CC1)c1ccccc1NC2=O,121
CNC(=O)c1cc(Oc2ccc(NC(=O)Nc3ccc(Cl)c(C(F)(F)F)c3)c(F)c2)ccn1,-17*
CN(C)C(=O)c1cc2cnc(Nc3ccc(N4CCNCC4)cn3)nc2n1C1CCCC1,26
CC1=C(C(=O)Nc2ccc(S(N)(=O)=O)cc2)C(c2cccc(O)c2)NC(=O)N1 (stereo not drawn),97
CCN1C[C@@H](C)n2c(c(O)c3c(=O)n(Cc4ccc(F)c(Cl)c4)nc(C(=O)NC)c32)C1=O,37
CCCCC(CC)COC(=O)c1ccccc1O (stereo not drawn),84
CC(C)(C)NCC(O)COc1cccc2c1C[C@H](O)[C@H](O)C2 (stereo partly drawn),101
O=C(CC(CC(=O)c1cccs1)c1ccc(Cl)cc1Cl)c1cccs1,87
CC[C@]12CCCN3CCc4c(n(c5ccccc45)[C@](O)(C(=O)OC)C1)[C@@H]32,104
CCn1cc(C(=O)O)c(=O)c2cc(F)c(N3CCNC(C)C3)c(F)c21 (stereo not drawn),105

Filtered by structure, those above containing a thiophene ring, fused or not.
mol,HL-60(TB)
Cc1scc2c1N(C(=O)CN1CCN(C)CC1)c1ccccc1NC2=O,121
O=C(CC(CC(=O)c1cccs1)c1ccc(Cl)cc1Cl)c1cccs1,87

Not a retest: an excerpt of the list.
mol,HL-60(TB)
CN(C)c1ccc2nc3ccc(=[N+](C)C)cc-3sc2c1,-39*!
CC1(C)[C@@H]2CC[C@@]1(CS(=O)(=O)O)C(=O)C2,108
COc1ccc2c(c1)c(C(=O)c1nc(-c3cn(C)c4ccc(Br)cc34)no1)cn2C,87
COc1cc2nccc(Oc3ccc(NC(=O)NC4CC4)c(Cl)c3)c2cc1C(N)=O,105
Cc1cc(C(=O)Nc2cc(Oc3ccc4nc(NC(=O)C5CC5)cn4n3)ccc2C)n(C)n1,7.2*
Nc1c2ccccc2nc2ccccc12,10.0*!

(listing goes on)
mol,HL-60(TB)
Cn1cc(-c2nnc(N)nc2-c2cn(C)c3ccccc23)c2cc(Br)ccc21,65
CCN(CC)C(=O)C1CN2CCc3cc(OC)c(OC)cc3C2CC1OC(C)=O (stereo not drawn),104
COc1cc(C2NC(=O)NC(C)=C2C(=O)Nc2ccc(S(N)(=O)=O)cc2)cc(OC)c1OC (stereo not drawn),96
CCOC(=O)c1ccccc1O,61
CC[C@H](C)[C@H](N)C(=O)O,115
Cc1cc(Cl)ccc1NC(=O)Nc1ccc2nc(NS(=O)(=O)c3ccc4ccccc4c3)sc2c1,100
Cn1cc(-c2nc(N)nnc2-c2c[nH]c3ccccc23)c2cc(F)ccc21,73
Cc1cc(CC(C)CC(C)(C)C)n(O)c(=O)c1 (stereo not drawn) (tested in a mixture with another compound),-28*
O=C(O)Cc1sc(-c2ccccc2)nc1-c1ccc(Cl)cc1,94
Cn1cc(-c2nnc(-c3cn(C)c4ncc(Br)cc34)s2)c2ccccc21,100
COc1ccc(/C=C/C(C)=N/OC(C)C(N)=O)cc1 (stereo not drawn),94
O=C(c1ccc2nc(NS(=O)(=O)c3ccc4ccccc4c3)sc2c1)N1CCN(c2ccccc2F)CC1,104
CCCSc1nc(NC(=O)CN2CCN(c3cc4c(cc3F)c(=O)c(C(=O)O)cn4C3CC3)CC2)cc(=O)[nH]1,107
Cn1cc(-c2nc(N)nnc2-c2c[nH]c3ccc(F)cc23)c2cc(Br)ccc21,62
O=C(Nc1cccc(Cl)c1)Nc1ncc(CCNc2ncnc3ccsc23)s1,8.7*
COc1ccc(C2NC(=O)NC(C)=C2C(=O)Nc2ccc(S(N)(=O)=O)cc2)cc1OC (stereo not drawn),96
O=C(O)c1ccc(Nc2ncc3c(n2)-c2ccc(Cl)cc2C(c2c(F)cccc2F)=NC3)cc1,23
NS(=O)(=O)c1cccc(N2C(=O)c3ccccc3C2=O)c1,82

Pulled by compound from the entries so far, five records:
mol,HL-60(TB)
CCOC(=O)c1ccccc1O,61
Cn1cc(-c2nc(N)nnc2-c2c[nH]c3ccc(F)cc23)c2cc(Br)ccc21,62
Cn1cc(-c2nnc(-c3cn(C)c4ncc(Br)cc34)s2)c2ccccc21,100
O=C(c1ccc2nc(NS(=O)(=O)c3ccc4ccccc4c3)sc2c1)N1CCN(c2ccccc2F)CC1,104
CCCSc1nc(NC(=O)CN2CCN(c3cc4c(cc3F)c(=O)c(C(=O)O)cn4C3CC3)CC2)cc(=O)[nH]1,107

Rewritten with each value named: entries from further up
Cc1cc(Cl)ccc1NC(=O)Nc1ccc2nc(NS(=O)(=O)c3ccc4ccccc4c3)sc2c1
  HL-60(TB): 100
CCN(CC)C(=O)C1CN2CCc3cc(OC)c(OC)cc3C2CC1OC(C)=O (stereo not drawn)
  HL-60(TB): 104

An excerpt (hit frequency here may not be typical).
